AMA1-RON2 inh – inhibitors of Plasmodium falciparum AMA1-RON2 interaction | AlphaScreen AMA1-biotinylated RON2 peptide binding | Potency, µM (top dose mostly 58.2 µM), for inactives: at the top dose activity change, negative = inhibition, actives largely listed as inhibitors | 360,000 tested, 0.2% active | AID 720542;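 also: 0% = vehicle wells and -100% = peptide control; nearly all actives have a fitted effect of over 45% in size; some results filed as inactive show a strong effect at the top dose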
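AMA1 (3D7) with his tag at 25 nM final met compounds first, then biotinylated RON2 peptide at 25 nM; detection used donor plus acceptor beads, 10 µg/mL apiece, read by AlphaScreen after 30 min at room temperature.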
Tb PYK inh – T. brucei pyruvate kinase inhibition. 410,000 tested, 0.12% active. Potency, µM (highest dose often 76.8 µM), without a hit: at the highest dose activity, negative = inhibition, hits mostly inhibitors. TbPYK enzyme, Kinase-Glo Plus ATP luminescence, 45 min. Q57TT1; also: nearly all actives have a fitted effect of over 50% in size
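T. brucei PYK with substrate was exposed to pin-transferred compounds across a concentration series, then started with 130 uM ADP (final). After 45 min at room temperature, Kinase-Glo Plus luminescence was read, normalized and curve-fitted.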
* hit, by the source's call; [ ] = dose if it differs, or a comment. Calls follow the shape of the dose curve; as a rule, active = well fitted curve in the direction sought with a large enough effect; inconclusive = small, poorly fitted or top-dose-only effect, or another doubt; inactive = no such curve, though single readings can be large; an effect the other way counts as inactive or inconclusive. Unless noted, % is scaled to controls: 0 for no effect and ±100 for the full control effect; potency is read from the fitted curve at half-maximal effect. Some of the compounds tested; rates above refer to the full screens.

structure,AMA1-RON2 inh,Tb PYK inh
Cc1cc(C(=O)NC2CCCCCC2)c2ccccc2n1,8.6%,2.6%
COc1ccc([C@H]2N[C@]3(CCCN(Cc4ccc(Br)cc4)C3=O)[C@H]3C(=O)N(Cc4ccccc4)C(=O)[C@@H]23)cc1,-10.4%,-10.7%
Cc1ccc(SC2=C(N(C)C)C(=O)c3ccccc3C2=O)cc1,8.91µM*,-18.7%
CCCS(=O)(=O)NC(=O)C1(C)CCCN(C(=O)c2cc(C)nn2C(C)(C)C)C1 (stereo not given),4.9%,1.4%
CC(NC(=O)COC(=O)c1nc(Cl)ccc1Cl)c1ccccc1 (stereo not given),2.8%,7.2%
COc1ccc2ccccc2c1/C=N/NC(=O)c1cccc(C)c1,14.3%,-0.8%
COc1cc2c(cc1OC)CN(CCC(C)c1ccc(Cl)cc1)CC2 (stereo not given),-17.4%,-3.5%
COc1ccc(-c2cc(NC=O)c3ncc(-c4ccc(C(C)=O)cc4)n3c2)cc1OC,47.4%[activator],1.5%
Cc1ccc(C(=O)OCC(=O)NC(C)c2ccccc2)cc1C (stereo not given),-8.2%[11.6 µM],2.4%
COc1ccccc1NC(=O)C(C)OC(=O)C1CC(=O)N(Cc2ccco2)C1 (stereo not given),0.0%,-1.9%
CCN(C(=O)COc1ccc2ccc(=O)oc2c1)C1CCCCC1,0.8%[11.6 µM],-9.9%
COCCn1c(SCC(=O)NCCCN2CCCC2=O)nc2sc3c(c2c1=O)CCCC3,-3.3%,3.8%
COc1ccc(Cl)cc1C(=O)NNC(=O)CNC(=O)c1ccco1,47.5%[activator],4.8%
C#CCOCCOCCOCCNc1nc(N2CCN(C(=O)[C@H](CCC(=O)O)n3cc(CN)nn3)CC2)nc(N2CCN(C(=O)[C@H](CCCCN)n3cc([C@@H](N)CC(N)=O)nn3)CC2)n1,21.7%,0.9%
CC(C)[C@H](NS(=O)(=O)c1ccccc1)C(=O)OCc1cc([N+](=O)[O-])cc2c1OCOC2,-28.6%,-6.9%
COCCCNP1(=O)OCC(C)([N+](=O)[O-])CO1 (stereo not given),-11.1%,-12.3%
CC(C)OC(=O)c1ccc(NCc2cc(O)ccc2O)cc1Cl,-26.6%,-1.9%
CCOc1ccc(-c2cc(C(=O)NCc3ccc(F)cc3)[nH]n2)c(C)c1,38.9%[activator],4.2%
CCOC(=O)c1ccc(NC(=O)c2nc[nH]c2C(=O)NC[C@@H](C)O)cc1,105.0%[activator],-0.6%
O=C1NC(=O)C2(CCCCC2)N1,-4.7%,-4.9%
COc1ccc(CC(=O)Nc2cc(S(=O)(=O)N3CCOCC3)ccc2N2CCCC2)cc1OC,4.9%,-3.5%
Cn1cc(-c2csc(C(O)(c3ccccc3)C(F)(F)F)n2)cn1 (stereo not given),-4.5%,-12.5%
CC1(C(=O)NS(=O)(=O)c2ccccc2C(F)(F)F)CCN1C(=O)c1cccc(F)c1 (stereo not given),-7.3%,-1.0%
CC1(C(=O)NS(=O)(=O)c2ccccc2Cl)CCN1C(=O)COc1ccc(Cl)cc1 (stereo not given),8.6%,-1.1%
O=C(COC(=O)c1cc(Br)ccc1O)c1ccc(F)cc1,-0.3%,0.6%
O=C(Nc1ncccc1O)c1ccc(S(=O)(=O)NCc2ccco2)cc1,43.6%[activator],-5.5%
O=C(O)C1C2OC3C(OC(=O)C31)C2Br (stereo not given),-16.1%,-5.0%
CCCCCCCCCNC(=O)[C@H](NC(=O)COc1ccccc1)[C@@H]1NC(C(=O)OC)C(C)(C)S1 (stereo not given in full),6.0%,-8.6%
COc1ccc(C(O)c2nc(-c3ccc(OC)c(OC)c3)cs2)cc1 (stereo not given),19.7%,7.3%
COc1ccc(Br)c(C(=O)OCC(=O)NC(=O)NC2CCCC2)c1,-3.1%,1.7%
O=C(COC(=O)/C=C/c1cccc(C(F)(F)F)c1)NC(=O)NCc1ccco1,9.8%,-16.5%
C=CC[C@@H](CC(=O)N(CCO)Cc1ccccc1)C(=O)N[C@H](COC(=O)[C@@H](CC=C)Cc1ccc(F)cc1)Cc1c[nH]c2ccccc12,33.1%[activator],4.4%
COc1cc(NC(=O)CCN2CCN(c3ccccc3OC)CC2)cc(OC)c1,-5.5%,1.8%
COc1cccc(-c2cnc3c(NC(C)=O)cc(-c4ccc(S(C)(=O)=O)cc4)cn23)c1,2.2%,0.5%
CCOC(=O)[C@]12CCC=C1N(Cc1ccc(Cl)cc1Cl)C(=O)[C@H](CC(=O)NCC13CC4CC(CC(C4)C1)C3)C2,-7.9%,-1.3%
c1ccc(CC(Cc2ccccc2)c2ccccn2)cc1,23.3%,2.0%
COc1cc2ccc(-c3ccc4ccccc4n3)cc2cc1OC,-1.7%,-4.3%
CC(C)n1nc(C(=O)OCC(=O)NCCc2ccc(S(N)(=O)=O)cc2)c2ccccc2c1=O,-5.8%,1.1%
CC1(C(=O)NCc2ccc3c(c2)OCO3)CCN1C(=O)C1(c2ccc(Cl)cc2)CC1 (stereo not given),-6.0%,-13.1%
Cc1cc(S(=O)(=O)NC(=O)[C@H]2O[C@@H](n3cnc4c(N)ncnc43)[C@H](O)[C@@H]2O)ccc1Br,-0.6%,2.1%
Cc1cc(=O)oc2cc(OCC(=O)Nc3cccnc3)ccc12,-1.1%,1.2%
CC(=O)Nc1ccc(OCc2ccccc2)cc1[N+](=O)[O-],-23.0%,1.5%
Cc1ccc(S(=O)(=O)N(C)C[C@@H]2OCc3cnnn3CCCC(=O)N([C@@H](C)CO)C[C@H]2C)cc1,10.2%,-0.3%
Cn1ncc2c(NCCc3ccccc3)nc(Cl)nc21,-6.8%,-11.1%
O=C(Cc1cccc([N+](=O)[O-])c1)Nc1cccc(C(=O)N2CCOCC2)c1,-15.5%,-2.4%
c1ccc(-c2cc(-c3cc(-c4ccccc4)on3)no2)cc1,-2.0%,2.4%
CC1(C(=O)NS(=O)(=O)c2cccc(C#N)c2)CCN1C(=O)Cc1ccccc1 (stereo not given),0.7%,-5.3%
CCOC(=O)C(=O)Cc1nc(OCc2ccccc2)cc(OCc2ccccc2)n1,36.3%[activator],5.4%
O=S1(=O)CC(N2CCN(c3ccccn3)CC2)CN1Cc1ccccc1 (stereo not given),40.1%[activator],-11.6%
CCc1nc2c(OCc3ccc4c(c3)OCO4)cccn2c1N(C=O)Cc1ccc(OC)cc1,8.4%,-4.5%
COCCCn1c(=O)/c(=C/c2ccccc2OC(F)F)s/c1=C(\C#N)C(=O)NCCOC,6.4%,-3.6%
CC1=C(C(=O)N(C(C)C)C(C)C)CC(CC(=O)NCc2ccco2)C(=O)N1CCC1=CCCCC1 (stereo not given),-3.7%,-2.7%
Cc1ccccc1CC(=O)Nc1ccc2c(c1)c(=O)n(C)n2-c1cccs1,12.6%,-3.1%
C[N+]1(C)CCC(OC(=O)C(c2ccccc2)c2ccccc2)CC1,2.8%,-6.5%
CCOC(=O)c1ccc(S(=O)(=O)N2CCN(C/C=C/c3ccccc3)CC2)cc1,-3.3%,-7.0%
COc1ccc(-c2cc3nc(NCCCN(C)C)n(C)c(=O)c3s2)c(C)c1,-2.4%,5.2%
CC(C)(C)C(=O)c1c(N)[nH]c(C(=O)c2ccccc2)c1-c1ccc(Cl)cc1Cl,18.3%,-8.1%
CCNC(=O)C1(C)CCN(C(=O)c2cc(OC)c(OC)c(OC)c2)C1 (stereo not given),0.2%,-6.7%
NC(=O)c1cnccc1C=Cc1ccccc1,6.9%,-14.1%
COc1ccc(-c2cc3nc(-c4ccccc4)cc(N4CCN(C(=O)c5ccccc5)CC4)n3n2)cc1,33.0%[activator],3.1%

Single values from the results shown:
C[N+]1(C)CCC(OC(=O)C(c2ccccc2)c2ccccc2)CC1 @ AMA1-RON2 inh = 2.8%
CCc1nc2c(OCc3ccc4c(c3)OCO4)cccn2c1N(C=O)Cc1ccc(OC)cc1 @ Tb PYK inh = -4.5%
CCOC(=O)C(=O)Cc1nc(OCc2ccccc2)cc(OCc2ccccc2)n1 @ AMA1-RON2 inh = 36.3%[activator]
COCCCn1c(=O)/c(=C/c2ccccc2OC(F)F)s/c1=C(\C#N)C(=O)NCCOC @ Tb PYK inh = -3.6%

Gathered by group, the compounds so far with a COOH group
structure,AMA1-RON2 inh,Tb PYK inh
C#CCOCCOCCOCCNc1nc(N2CCN(C(=O)[C@H](CCC(=O)O)n3cc(CN)nn3)CC2)nc(N2CCN(C(=O)[C@H](CCCCN)n3cc([C@@H](N)CC(N)=O)nn3)CC2)n1,21.7%,0.9%
O=C(O)C1C2OC3C(OC(=O)C31)C2Br (stereo not given),-16.1%,-5.0%

An excerpt of the results above, for reference:
structure,AMA1-RON2 inh,Tb PYK inh
O=S1(=O)CC(N2CCN(c3ccccn3)CC2)CN1Cc1ccccc1 (stereo not given),40.1%[activator],-11.6%
CCc1nc2c(OCc3ccc4c(c3)OCO4)cccn2c1N(C=O)Cc1ccc(OC)cc1,8.4%,-4.5%

(further entries)
structure,AMA1-RON2 inh,Tb PYK inh
O=C(O)C1OCC2(CO1)COC(C(=O)O)OC2 (stereo not given),-12.4%,3.6%
Cc1cccc(N2CCN(C(=O)c3[nH]c(C(F)(F)F)nc3-c3ccccc3)CC2)c1C,1.4%,1.5%
CCCn1nc(C(=O)Nc2cccc(S(=O)(=O)N(C)c3ccccc3)c2)c2ccccc2c1=O,12.4%,-4.2%
O=C(Nc1cccc(S(=O)(=O)N2CCOCC2)c1)c1ccc(=O)[nH]c1,-12.9%,-16.4%
O=C(Nn1cnnc1)c1ccc([N+](=O)[O-])cc1Cl,-0.1%,-10.5%
COC1CCN(C(=O)c2cc(COc3cc(C)ccc3C)on2)CC1,2.0%,-10.4%
CCCCn1c(=O)cc(C)n(-c2ccccc2)c1=O,-21.2%,-4.4%
COC(=O)C1=C[C@@H](C(=O)OC)[C@@H]2C3=C(C(=O)[C@]2(C)NC(=O)c2ccccc2)[C@H](C)n2c(=O)n(C)c(=O)n2[C@@H]3C1,5.1%,1.3%
CCOC(=O)c1cnc(Nc2nc3ccccc3o2)nc1CSc1ncccn1,93.4%[activator],-18.0%
CNc1nc(NCc2ccc(N(C)C)cc2)c2sccc2n1,20µM*,-4.2%
COC(C[C@@H](O)C[C@H](O)[C@H](C)OCc1ccccc1)OC,-0.5%,1.7%
CC(=O)c1cccc(NC(=O)c2cccc3c(-c4cccnc4)coc23)c1,-9.8%,2.8%
CCC1NC(=O)c2cc3ccccc3cc2-n2c1nc1ccc(OC)cc1c2=O (stereo not given),2.8%,8.3%
CC1(C(=O)NS(=O)(=O)c2ccc(C#N)cc2)CCN1C(=O)CC1CCCCC1 (stereo not given),0.0%,2.7%
COc1cc(NC(=O)COc2cc(C)cc3oc(=O)cc(C)c23)cc(OC)c1OC,0.0%,1.6%

Entries above that contain a furan ring, fused or not:
structure,AMA1-RON2 inh,Tb PYK inh
COc1ccccc1NC(=O)C(C)OC(=O)C1CC(=O)N(Cc2ccco2)C1 (stereo not given),0.0%,-1.9%
COc1ccc(Cl)cc1C(=O)NNC(=O)CNC(=O)c1ccco1,47.5%[activator],4.8%
O=C(Nc1ncccc1O)c1ccc(S(=O)(=O)NCc2ccco2)cc1,43.6%[activator],-5.5%
O=C(COC(=O)/C=C/c1cccc(C(F)(F)F)c1)NC(=O)NCc1ccco1,9.8%,-16.5%
CC1=C(C(=O)N(C(C)C)C(C)C)CC(CC(=O)NCc2ccco2)C(=O)N1CCC1=CCCCC1 (stereo not given),-3.7%,-2.7%
CC(=O)c1cccc(NC(=O)c2cccc3c(-c4cccnc4)coc23)c1,-9.8%,2.8%

(listing goes on)
structure,AMA1-RON2 inh,Tb PYK inh
COCCCN1C(=O)C(CC(=O)NCCc2ccccn2)CC(C(=O)N2CCOCC2)=C1C (stereo not given),8.3%,10.4%
COc1ccc(/C=N/NC(=O)c2cccs2)c2ccccc12,4.0%,4.6%
CCOc1ccc(NC(=O)c2ccc3c(c2)S(=O)(=O)N=C2CCCCCN23)cc1,0.0%,-3.8%
CC(C)NC(=O)N(C)C[C@@H]1OCc2cnnn2CCCC(=O)N([C@H](C)CO)C[C@H]1C,11.1%,4.4%
O=C(NNC(=O)C12CC3CC(CC(Br)(C3)C1)C2)c1ccccc1F,-3.6%[11.6 µM],2.6%

Screening data: PubChem, National Center for Advancing Translational Sciences (NCATS)
